# Glioma ERSR ind: induces the endoplasmic reticulum stress response in human glioma cells | U87-MG GRP78 promoter luciferase reporter, 16 h | Potency, µM, for inactives: top-dose activation, hits mostly activators | 0.02% of 420,000 active | AID 602332; active means well fitted activation curve with a large enough effect; inconclusive means small, poorly fitted or top-dose-only effect; inactive means no such curve, though single readings can be large or run the other way; further: series mostly up to about 76 µM; % of control where 0% means no effect; nearly all actives have a fitted effect of over 35% in size
#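 Stably transfected U87-MG human glioma cells carrying a GRP78-based luminescent sensor were seeded at 1000 cells/well, pin-dosed with compounds and incubated 16 h. Luciferase reagent was then added, and end-point luminescence was read after 10 min at room temperature.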
# * hit, by the source's call; ? = inconclusive; & = joins results of further samples. Potency means the concentration at half of the fitted maximal effect.
# Preview:
SMILES,Glioma ERSR ind
CCCCCCCCCc1ccc(OCCOCCOCCOCCOCCOCCOCCOCCOCCO)cc1,0%
COc1ncc2nc(C)c(=O)n(CCC#N)c2n1,-2%
CCSC[C@H](NC(=O)[C@H](C)NC(=O)[C@@H](N)Cc1ccc(O)cc1)C(=O)N[C@@H](CC(=O)O)C(=O)N[C@H](C(=O)N[C@@H](C)C(=O)N[C@H](C(=O)N[C@@H](CSCC)C(=O)N[C@H](C(=O)N[C@H](C(=O)N[C@@H](Cc1cnc[nH]1)C(=O)N[C@@H](CCCNC(=N)N)C(=O)N[C@@H](CC(C)C)C(=O)N[C@@H](C)C(=O)NCC(=O)N[C@@H](CC(C)C)C(=O)N[C@@H](CC(C)C)C(=O)N[C@@H](CO)C(=O)N[C@@H](CCCNC(=N)N)C(=O)N[C@@H](CO)C(=O)NCC(=O)NCC(=O)N[C@H](C(=O)N[C@H](C(=O)N[C@@H](CCCCN)C(=O)N[C@@H](CC(N)=O)C(=O)N[C@@H](CC(N)=O)C(=O)N[C@@H](Cc1ccccc1)C(=O)N[C@H](C(=O)N1CCC[C@H]1C(=O)N[C@H](C(=O)N[C@@H](CC(N)=O)C(=O)N[C@H](C(=O)NCC(=O)N[C@@H](CO)C(=O)N[C@@H](CCCCN)C(=O)N[C@@H](C)C(=O)N[C@@H](Cc1ccccc1)C(N)=O)C(C)C)[C@@H](C)O)C(C)C)C(C)C)C(C)C)[C@@H](C)O)C(C)C)[C@@H](C)O)[C@@H](C)O,-5%

# Main list, from the start:
SMILES,Glioma ERSR ind
CCCCCCCCCc1ccc(OCCOCCOCCOCCOCCOCCOCCOCCOCCO)cc1,0%
COc1ncc2nc(C)c(=O)n(CCC#N)c2n1,-2%
CCSC[C@H](NC(=O)[C@H](C)NC(=O)[C@@H](N)Cc1ccc(O)cc1)C(=O)N[C@@H](CC(=O)O)C(=O)N[C@H](C(=O)N[C@@H](C)C(=O)N[C@H](C(=O)N[C@@H](CSCC)C(=O)N[C@H](C(=O)N[C@H](C(=O)N[C@@H](Cc1cnc[nH]1)C(=O)N[C@@H](CCCNC(=N)N)C(=O)N[C@@H](CC(C)C)C(=O)N[C@@H](C)C(=O)NCC(=O)N[C@@H](CC(C)C)C(=O)N[C@@H](CC(C)C)C(=O)N[C@@H](CO)C(=O)N[C@@H](CCCNC(=N)N)C(=O)N[C@@H](CO)C(=O)NCC(=O)NCC(=O)N[C@H](C(=O)N[C@H](C(=O)N[C@@H](CCCCN)C(=O)N[C@@H](CC(N)=O)C(=O)N[C@@H](CC(N)=O)C(=O)N[C@@H](Cc1ccccc1)C(=O)N[C@H](C(=O)N1CCC[C@H]1C(=O)N[C@H](C(=O)N[C@@H](CC(N)=O)C(=O)N[C@H](C(=O)NCC(=O)N[C@@H](CO)C(=O)N[C@@H](CCCCN)C(=O)N[C@@H](C)C(=O)N[C@@H](Cc1ccccc1)C(N)=O)C(C)C)[C@@H](C)O)C(C)C)C(C)C)C(C)C)[C@@H](C)O)C(C)C)[C@@H](C)O)[C@@H](C)O,-5%
N#Cc1cccc(NC(=O)N2CCCC3(CCN(S(=O)(=O)c4ccccc4)CC3)C2)c1,-2%
CN(C)c1ncc2nc(-c3ccc(Cl)cc3)c(=O)n(C)c2n1,2%
CC(=O)N[C@H](CS)C(=O)O,-5%
Cn1cnnc1Sc1c([N+](=O)[O-])ncn1C,?
C[C@](Cc1ccc(O)c(O)c1)(NN)C(=O)O,3%
COC(=O)C1=C(C)N(Cc2ccccc2)C2=C3C(=O)N(C)C(=O)C3[C@@](O)(C(=O)OC)C(=O)N2C1c1ccccc1 (stereo partly specified),-4%&-4%
Cc1ncoc1C(=O)N1CCOc2ccc(CN3CCC(Oc4cccnc4)CC3)cc2C1,-3%
COc1ccc(NC(=O)C2CC23CCN(Cc2cccc4ncccc24)CC3)cc1Cl (stereo unspecified),-5%
CC(=O)N[C@H](C(=O)O)C(C)(C)SN=O,-3%
COC(=O)c1ccccc1-c1cc(C)cc2c1OC(CNC(=O)C1CCCO1)C2 (stereo unspecified),7%
Cn1cccc1C(=O)N1CCC[C@@]2(CCN(Cc3ccccc3)C2)C1,-4%
CC(C)CCC[C@@H](C)[C@H]1CC[C@H]2[C@@H]3CC[C@@H]4C[C@H](O)CC[C@]4(C)[C@H]3CC[C@]12C,-4%
O=C(NCc1nnc2n1CCN(Cc1cccc(Cl)c1)CC2)c1cccc(F)c1,-5%
COC(=O)C1CCCCN1Cc1ccc2c(c1)CN(Cc1cn[nH]c1-c1ccc(F)cc1)CCO2 (stereo unspecified),-3%
N#Cc1cccc(NC(=O)N2CC3(CCN(C(=O)c4cc(C(F)(F)F)cc(C(F)(F)F)c4)CC3)C2)c1,-1%
O=c1cc(-c2cc(O)c(O)c([C@@H]3O[C@H](CO)[C@@H](O)[C@H](O)[C@H]3O)c2)oc2cc(O[C@@H]3O[C@H](CO)[C@@H](O)[C@H](O)[C@H]3O)cc(O)c12,-6%
CSC(=N)N,-5%&-2%
COC(=O)[C@@H]1CCCN1Cc1ccc2c(c1)CN(Cc1nccs1)CCO2,-6%
CC(C)(C)N1C(=O)[C@H]2[C@H]3[C@H](O)[C@H](O)C/C(=N/OC[C@@H](O)COCc4ccco4)[C@@H]3CC[C@@H]2C1=O,-3%
C[C@H](O)C(N)C(=O)O (stereo partly specified),5%&-2%
CC(=O)C[C@H](O)[C@@H](NC(=O)OC(C)(C)C)C(C)C,-6%
Cc1ccc(CN2CCOc3ccc(CN4CCC(O)(c5cccnc5)CC4)cc3C2)cc1C,-6%
N#Cc1ccccc1OCC(O)CNCCNC(=O)Nc1ccccc1 (stereo unspecified),-4%
Cc1ccc2c(c1)CN(CCNC(=O)c1cccc(Cn3cccn3)c1)CC(C)O2 (stereo unspecified),-1%
O=C(NCCCN1CCCCCC1)[C@@H](c1ccccc1)C1CCCCC1,-2%
NO,-5%
COCCn1c(=O)c(-c2ccccc2)nc2cnc(Oc3cccc(Cl)c3)nc21,0%

# Reprinted at random: 7 records from the list, in no set order.
SMILES,Glioma ERSR ind
COc1ccc(NC(=O)C2CC23CCN(Cc2cccc4ncccc24)CC3)cc1Cl (stereo unspecified),-5%
N#Cc1cccc(NC(=O)N2CCCC3(CCN(S(=O)(=O)c4ccccc4)CC3)C2)c1,-2%
COC(=O)[C@@H]1CCCN1Cc1ccc2c(c1)CN(Cc1nccs1)CCO2,-6%
Cn1cnnc1Sc1c([N+](=O)[O-])ncn1C,?
C[C@H](O)C(N)C(=O)O (stereo partly specified),5%&-2%
COc1ncc2nc(C)c(=O)n(CCC#N)c2n1,-2%
CN(C)c1ncc2nc(-c3ccc(Cl)cc3)c(=O)n(C)c2n1,2%

# Some of the entries so far, field by field.
COC(=O)C1CCCCN1Cc1ccc2c(c1)CN(Cc1cn[nH]c1-c1ccc(F)cc1)CCO2 (stereo unspecified)
- Glioma ERSR ind = -3%
N#Cc1cccc(NC(=O)N2CC3(CCN(C(=O)c4cc(C(F)(F)F)cc(C(F)(F)F)c4)CC3)C2)c1
- Glioma ERSR ind = -1%

# Remaining list, next part.
SMILES,Glioma ERSR ind
CN1CCN(c2ncc3nc(-c4ccc(F)cc4)c(=O)n(C4CC4)c3n2)CC1,0%
CO[C@H]1C[C@@H]2CC[C@@H](C)[C@@](O)(O2)C(=O)C(=O)N2CCCC[C@H]2C(=O)OC([C@H](C)C[C@@H]2CC[C@@H](O)[C@H](OC)C2)CC(=O)[C@H](C)/C=C(\C)[C@@H](O)[C@@H](OC)C(=O)[C@H](C)C[C@H](C)/C=C/C=C/C=C/1C (stereo partly specified),-3%&-2%
COc1ccccc1CN1CCCC2(CCN(C(=O)c3cc(C(F)(F)F)cc(C(F)(F)F)c3)CC2)C1,-3%
O=C(Oc1ccccc1)N1CCC2(CC1)CN(c1ccccc1)C2,-2%
COc1ccc(-c2nc3cnc(N4CCN(C)CC4)nc3n(CCC#N)c2=O)cc1,-3%
CC(C)[C@@H]1NC(=O)[C@@H](Cc2ccccc2)NC(=O)[C@H](CC(=O)O)NC(=O)CNC(=O)[C@H](CCCN=C(N)N)NC1=O,1%
CC1(C)O[C@@H]2O[C@H]([C@H](O)CO/N=C3/[C@H]4O[C@@H]4[C@@H](O)[C@H]4[C@H]3CCn3c(=O)n(-c5ccccc5)c(=O)n34)[C@@H](O)[C@@H]2O1,-4%
C#CCCCO/N=C1/C[C@@H](O)[C@@H](O)[C@@H]2[C@@H]3C(=O)N([C@@H](C)c4ccccc4)C(=O)[C@H]3CC[C@H]12,-1%
CCCC[C@@H]1CN2[C@H](c3ccc(Br)cc3)[C@H](C)CC[C@H]2C(=O)O1,-5%
CCN(Cc1ccncc1)Cc1ccc2c(c1)CN(C(=O)c1ccccc1)CCO2,-6%
C=CCOC(=O)/C=C/NC(=O)/C=C/C=C/CCCCCCCC(C)O (stereo unspecified),-4%&-4%
COc1ccc(-c2coc3c(OC)c(OC)cc(O)c3c2=O)cc1,?
CO[C@H]1COC(=O)CCC[C@@H](C)[C@H](OC)COC(=O)[C@@H](C)NC(=O)C/C=C\[C@@H]1C,-4%
O=c1c(O)c(-c2ccccc2)oc2ccc3occc3c12,-4%
Clc1ccccc1-c1nccc(-n2ccnc2)n1,-3%
CCCC1(C)C(C#N)(C#N)C1(C#N)C#N,-14%
CN(C)CCCO[C@H]1[C@@H]2OC(C)(C)O[C@@H]2O[C@@H]1[C@H](O)CO,-2%
N[C@@H](Cn1cc(I)c(=O)n(Cc2ccc(C(=O)O)cc2)c1=O)C(=O)O,-4%
O=C(c1ccncc1)N1CCC2(CC1)CN(Cc1cc(C(F)(F)F)cc(C(F)(F)F)c1)C2,-4%
CCCCc1nc2c(c3c1CC(C)OC3)CN(CCOc1ccccc1)CC2 (stereo unspecified),-2%
CS(=O)(=O)Nc1cccc(-c2ccc3ncnc(NC4CCNCC4)c3c2)c1,-3%
O=C(/C=C/c1ccccc1)c1ccc(O[C@H]2OC(CO)C(O)C(O)C2O)cc1O (stereo partly specified),4%
CCCCCCCCN[C@@H](C)[C@H](O)c1ccc(SC(C)C)cc1,-4%
O=c1c(O)c(-c2ccccc2O)oc2cc(O)cc(O)c12,-3%
O=C(NCC1CCC2(CCN(Cc3ccccc3O)CC2)O1)C1CCCO1 (stereo unspecified),-3%
CN1CCN(c2ncc3nc(-c4cccc(C#N)c4)c(=O)n(C[C@H]4CCCO4)c3n2)CC1,-4%
N#C[C@H](Cc1ccc(O)cc1)c1ccc(O)cc1,0%
COc1ccc(Oc2ncc3nc(-c4ccc(Cl)cc4)c(=O)n(C[C@H]4CCCO4)c3n2)cc1,-4%
COCC(=O)N1CCC2(CCCN(c3ncccn3)C2)CC1,-1%
CC(C)C[C@H](NC(=O)CN(C)C(=O)[C@H](Cc1ccccc1)NC(=O)[C@H](Cc1ccccc1)NC(=O)[C@H](CCC(N)=O)NC(=O)[C@H](CCC(N)=O)NC(=O)[C@@H]1CCCN1C(=O)[C@H](CCCCN)NC(=O)[C@@H]1CCCN1C(=O)[C@@H](N)CCCN=C(N)N)C(=O)N[C@@H](CCS(C)(=O)=O)C(N)=O,1%
Cn1c(=O)c(-c2cc(F)cc(F)c2)nc2cnc(Oc3ccccc3)nc21,-1%
O=C(c1ccc(F)c(F)c1)N1CCOc2ccc(CN3CCN(Cc4ccccn4)CC3)cc2C1,-2%
CCn1c(-c2ccccc2F)nc2cc(C(=O)NCC3CCOCC3)cc(NC(C)=O)c21,-3%
C/C=C(/C)C(=O)O[C@H]1C[C@@]2(C)O[C@H]2[C@@H](OC(C)=O)C2(C)CC[C@@](O)(C(C)C)C12 (stereo partly specified),-4%
COC(=O)C/C=C\[C@@H](C)[C@@H](/C=N\OC[C@@H]1O[C@H](c2ccccc2)C=C[C@@H]1Oc1ccc(OC)cc1)OC,-4%
COC(=O)NC(c1cccc(F)c1)[C@]1(C(C)=O)CCCC1=O (stereo partly specified),-6%
CS(=O)(=O)N1CCC2(CC1)CN(c1ccccn1)C2,-1%
O=C(N/N=C1/C[C@@H](O)[C@@H](O)[C@@H]2[C@@H]3C(=O)N(C[C@@H]4CCCO4)C(=O)[C@H]3CC[C@H]12)OCc1ccccc1,-2%
O=C(c1ccco1)N1CCC[C@@]2(CCN(c3ncccn3)C2)C1,-4%
Cc1cc(Cn2cnc3c2C[C@@H](C(=O)O)N(C(=O)C(c2ccccc2)c2ccccc2)C3)ccc1N,0%
CC(O)(COc1ccccc1)c1ccc2c(c1)CN(Cc1cccc3cccnc13)CCO2 (stereo unspecified),-2%
NCCNCCN,-4%
COc1ccccc1CNc1ccnc(-c2c(C)noc2C)n1,-5%
CO[C@@H]1COC(=O)C/C=C\[C@H](C)COC(=O)[C@H](C)NC(=O)C/C=C\[C@H]1C,-1%
Cc1c(C(=O)NCc2cccc(F)c2)sc2ncnc(NCC3CCCO3)c12 (stereo unspecified),-3%
O=C(O)CCC(=O)OC[C@@H](NC(=O)C(Cl)Cl)C(O)c1ccc([N+](=O)[O-])cc1 (stereo partly specified),-5%
CCCCCCC(=O)O[C@@H]1CC[C@H]2[C@@H]3CCc4cc(O)ccc4[C@H]3CC[C@]12C,7%
CC1=C(CCC(=O)O)c2cc3nc(cc4[nH]c(cc5[nH]c(cc1n2)c(C)c5C(C)O)c(C)c4C(C)O)C(C)=C3CCC(=O)O (stereo unspecified),-2%
COc1ccc(OCC2CN3C(CCC(C)C3c3ccc(Br)cc3)C(=O)O2)cc1 (stereo unspecified),-1%&-5%
COc1ccc(CNc2ncnc3ccc(-c4ccoc4)cc23)c(OC)c1,-3%
# Going on with the list:
SMILES,Glioma ERSR ind
Brc1ccc(C2=N[C@@H](Cc3ccccc3)CO2)cc1,3%
COc1ccccc1C1CN(Cc2cccnc2)Cc2ccccc2O1 (stereo unspecified),6%
CCNc1ncc2nc(-c3ccccc3)c(=O)n(Cc3cccs3)c2n1,-2%
c1cn(-c2ccnc(-c3ccc4c(c3)OCO4)n2)cn1,0%
Cc1oc(-c2ccccc2NC(=O)c2ccccn2)nc1CNC(=O)c1ccc(Oc2ccccc2)o1,-1%
O=c1cnc2cnc(N3CCOCC3)nc2n1CCc1ccccc1,-2%
CC[C@H](C(=O)[C@H](C)[C@H](O)[C@H](C)CCc1ccc(C)c(O)c1C(=O)O)[C@H]1O[C@](CC)([C@@H]2CC[C@@](O)(CC)[C@H](C)O2)C[C@H]1C,4%

# These rows are one share of the data (hit frequency here may not be typical).
